ALOX12 inhib: qHTS Assay for Inhibitors of 12-hLO (12-human lipoxygenase) | AID 1452, 2008 | purified 12-hLO, xylenol orange hydroperoxide absorbance | hit rate 0.12% among 150,000 | Potency, µM (top dose mostly 57.1 µM), inactives show at the top dose activity change, negative = inhibition, actives largely listed as inhibitors; also: potency is read from the fitted curve at half-maximal effect; nearly all actives have a fitted effect of over 55% in size; many of its hits are not listed in these tables
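Purified human 12hLO (150 nM final) was preincubated with compounds for 15 min at room temperature in 25 mM Hepes pH 7.0, 0.01% Triton X-100, then reacted with 40 uM arachidonic acid for 30 min. Hydroperoxide was detected with ferrous iron/xylenol orange.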
PNC assembly inh: High Content Assay for Compounds that inhibit the Assembly of the Perinucleolar Compartment; PC3M PTB-GFP, PNC prevalence imaging, 16 h; stronger effect = lower value; hit rate 3.1% among 140,000; AID 2417, 2010; activity change (PNC), negative = inhibition, % at 10 µM;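 active = readout at or below -70, meaning at least 70% loss of cells showing the perinucleolar compartment, a nuclear body marking cancer cells; inconclusive = readout between -30 and a set limit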;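 also: plate controls were DMSO wells for no effect and camptothecin positive control wells for full effect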
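Read-out is percentage of cells bearing a perinucleolar compartment, from automated 20x imaging of fixed, Hoechst-stained PC3M PTB-GFP cells. Cells were seeded 4 h, then exposed 16 h to compound (23 nl of library stock) in duplicate plates.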
ALOX15B inhib: qHTS Assay for Inhibitors of 15-hLO-2 (15-human lipoxygenase 2). purified 15hLO-2, xylenol orange hydroperoxide absorbance. hit rate 0.56% among 110,000. Potency, µM (titrated, usually from 57.1 µM), for inactives: top-dose activity change, negative = inhibition, actives largely listed as inhibitors; also: potency is read from the fitted curve at half-maximal effect; nearly all actives have a fitted effect of over 60% in size; many of its hits are not listed in these tables
Target sequence (O15296 whole entry, looked up): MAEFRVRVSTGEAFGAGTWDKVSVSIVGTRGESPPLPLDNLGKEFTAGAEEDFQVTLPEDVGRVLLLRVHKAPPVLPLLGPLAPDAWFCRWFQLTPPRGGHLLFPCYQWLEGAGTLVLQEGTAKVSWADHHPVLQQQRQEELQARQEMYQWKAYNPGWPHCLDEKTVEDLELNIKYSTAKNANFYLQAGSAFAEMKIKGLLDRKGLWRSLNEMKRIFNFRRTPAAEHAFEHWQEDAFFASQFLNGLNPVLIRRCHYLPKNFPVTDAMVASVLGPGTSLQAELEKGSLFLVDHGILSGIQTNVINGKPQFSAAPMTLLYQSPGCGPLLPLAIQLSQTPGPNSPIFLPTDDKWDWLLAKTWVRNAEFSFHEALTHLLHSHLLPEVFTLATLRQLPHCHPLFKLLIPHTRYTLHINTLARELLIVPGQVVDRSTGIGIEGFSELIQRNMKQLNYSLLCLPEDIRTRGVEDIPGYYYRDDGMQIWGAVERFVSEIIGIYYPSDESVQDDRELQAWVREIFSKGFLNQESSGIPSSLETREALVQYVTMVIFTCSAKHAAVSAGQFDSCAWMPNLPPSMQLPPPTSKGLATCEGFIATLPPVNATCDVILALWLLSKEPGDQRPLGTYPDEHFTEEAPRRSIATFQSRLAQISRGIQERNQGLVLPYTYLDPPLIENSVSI
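Purified human 15hLO-2 (50 nM final) preincubated with compounds 15 min at room temperature in 25 mM Hepes pH 7.5, 0.01% Triton X-100, then 45 uM arachidonic acid added for 90 min; hydroperoxide detected via ferrous/xylenol orange, 573/405 nm absorbance ratio.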
IMPase cell inh: qHTS Assay for Identifying the Cell-Membrane Permeable IMPase Inhibitors; Inositol monophosphatase 1 (Rattus norvegicus), P97697; CHO-M1 cells, IP1 accumulation, HTRF TR-FRET ratio; inhibition (IP1 accumulation), % at 46.1 µM; 120,000 tested, under 10 active; AID 901, 2007; active = well fitted curve in the direction sought with a large enough effect in the signal ratio, not every such curve was filed as active; inconclusive = small, poorly fitted or top-dose-only effect, or a change in a side signal; inactive = no such curve, though single readings can be large or run the other way; the % refers to the signal ratio;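 also: cells stimulated with carbachol in lithium chloride buffer; plate controls were DMSO basal wells for no effect and reference inhibitor wells for full effect; higher means more IMPase inhibition seen as more IP1 and lower FRET ratio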
Target sequence (P97697 whole entry, looked up): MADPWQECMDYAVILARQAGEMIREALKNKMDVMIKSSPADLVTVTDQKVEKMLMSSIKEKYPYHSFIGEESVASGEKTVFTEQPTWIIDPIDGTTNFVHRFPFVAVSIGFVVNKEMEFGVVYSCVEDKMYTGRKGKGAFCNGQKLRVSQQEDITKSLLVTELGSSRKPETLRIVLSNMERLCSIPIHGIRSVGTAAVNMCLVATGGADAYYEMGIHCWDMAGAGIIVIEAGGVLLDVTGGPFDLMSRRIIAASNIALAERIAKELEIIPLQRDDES
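CHO-M1 cells (CHO stably expressing M1 receptor), compound up to 46 uM final, stimulated with carbachol (50 uM as added) in buffer with 50mM LiCl, pH 7.4, 30 min at 37C. Cytosolic IP1 read by TR-FRET; AC50 from Hill fits.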
Starred values were filed as active, the others as inactive; u = inconclusive; x = not tested or not shown; & = joins results of further samples; [ ] = dose if it differs, or a comment. Unless noted, calls follow the shape of the dose curve; as a rule, active = well fitted curve in the direction sought with a large enough effect; inconclusive = small, poorly fitted or top-dose-only effect, or another doubt; inactive = no such curve, though single readings can be large; an effect the other way counts as inactive or inconclusive. Unless noted, % is scaled to controls: 0 for no effect and ±100 for the full control effect. Not all compounds are listed, so the mix of outcomes need not match the whole.

SMILES	ALOX12 inhib	PNC assembly inh	ALOX15B inhib	IMPase cell inh
CC1(C)NC(=O)N(CC(O)COc2cc3ccccc3cc2C(=O)N2CCCCC2)C1=O (stereo not given)	-7%	-1	-3%	-7
O=c1c(C=Nc2ccc(Cl)cc2)c[nH]n1-c1cccc(Cl)n1	0%	-15	-20%	-1
O=C(Cn1cc(C(F)(F)F)ccc1=O)N/N=C/c1cccc(Cl)c1	0%	u	x	x
COCc1cc(=O)n2[nH]c(-c3ccc(C)cc3)cc2n1	0%	-15	1%	3
COc1ccc(/C=C/c2nc(N)nc(-c3ccccc3O)n2)cc1	-3%	-4	x	x
COc1ccc(N2CCN(C(c3cccs3)C(C)NS(=O)(=O)c3ccccc3)CC2)cc1 (stereo not given)	0%	-9	-1%	2
Cc1ccc(C)c(OCC(=O)Nc2ccc3c(c2)OCO3)c1	-1%	-19	-3%	-9
COc1cccc(Cn2cnc3c(NS(=O)(=O)c4ccc(Cl)cc4Cl)c(C)c(C)cc32)c1	-4%	28	x	0
CCOC(=O)c1ccccc1NC(=O)CSc1nnc(COc2ccccc2C)n1C	-5%	u	0%	7
O=C1Nc2cc(Cl)c(Cl)cc2N(O)N1c1cc(Cl)cc(Cl)c1	7%	70	-5%	3
O=C(COc1ccc(-n2cnnn2)cc1)NC(=O)NCc1ccccc1	-2%	16	10%	-6
CCOc1ncccc1C(=O)NCC1COc2ccccc2O1 (stereo not given)	-2%	-4	-3%	4
Cc1ccc(NNC(=O)C(=O)N2CCCCC2)cc1	1%	-90*	x	8
CCOC(=O)c1ccc(NC(=O)c2cn(-c3ccccc3)nc2-c2ccncc2)cc1	-1%	-6	19%[11.4 µM]	16[1.84 µM]
Cc1cccc(NC(=O)CSc2ccc(-c3ccco3)nn2)c1C	0%	4	x	-4

Looked up above.
ALOX15B inhib, COCc1cc(=O)n2[nH]c(-c3ccc(C)cc3)cc2n1 reads 1%
IMPase cell inh, O=C1Nc2cc(Cl)c(Cl)cc2N(O)N1c1cc(Cl)cc(Cl)c1 reads 3
ALOX12 inhib, O=C(COc1ccc(-n2cnnn2)cc1)NC(=O)NCc1ccccc1 reads -2%
ALOX12 inhib, CCOC(=O)c1ccccc1NC(=O)CSc1nnc(COc2ccccc2C)n1C reads -5%
ALOX12 inhib, O=C(Cn1cc(C(F)(F)F)ccc1=O)N/N=C/c1cccc(Cl)c1 reads 0%
PNC assembly inh, CCOC(=O)c1ccc(NC(=O)c2cn(-c3ccccc3)nc2-c2ccncc2)cc1 reads -6

Profiles as entered above. Values in the order: ALOX12 inhib | PNC assembly inh | ALOX15B inhib | IMPase cell inh
COc1cccc(Cn2cnc3c(NS(=O)(=O)c4ccc(Cl)cc4Cl)c(C)c(C)cc32)c1 reads -4% | 28 | x | 0
Cc1cccc(NC(=O)CSc2ccc(-c3ccco3)nn2)c1C reads 0% | 4 | x | -4
COc1ccc(N2CCN(C(c3cccs3)C(C)NS(=O)(=O)c3ccccc3)CC2)cc1 (stereo not given) reads 0% | -9 | -1% | 2

Next section:
SMILES	ALOX12 inhib	PNC assembly inh	ALOX15B inhib	IMPase cell inh
CCc1c(C)c2cc(Cl)c(O)c(CN(C)C)c2oc1=O	-3%	17	-5%	u
COC(=O)C(NC(=O)c1ccco1)(Nc1nc(C)cs1)C(F)(F)F (stereo not given)	0%	-27	-2%	2
CC(C(=O)NC1CCCC1)N(C(=O)CS(=O)CC(=O)Nc1ccc(F)cc1)c1ccc2c(c1)OCCO2 (stereo not given)	4%	-3	-8%	4
CCOC(=O)c1ccccc1NC(=O)COC(=O)c1ccc(C)c(S(=O)(=O)N2CCOCC2)c1	4%	12	-10%	-6
O=C(CCSc1ccccc1)NCCSc1ccccn1	-4%	-6	3%	7
Cc1ccc2[nH]c(=O)c(CN(Cc3ccco3)C(=O)c3cccs3)cc2c1	6%	-4	x	5
CCOc1ccccc1O[C@@H](c1ccccc1)[C@@H]1CNCCO1	-5%	x	20%	15
Cc1cccc(/C(N)=N/OC(=O)c2ccc(Br)o2)c1	-1%	-11	x	x
COC(=O)CCCCCCCCCC[N+]1(C)CCCCC1	-4%	4	x	x
CN=C1S/C(=C\c2cc(C)n(-c3ccccc3F)c2C)C(=O)N1C	-5%	22	-17%	18
Cc1ccc([N+](=O)[O-])c(N)c1	3%	x	-9%	x
O=C(OCCO)c1ccccc1O	1%[0.00818 µM]	x	-8%[0.0915 µM]	x
CC(C)CCNC(=O)c1ccc2c(c1)N(Cc1ccccc1)C(=O)CS2=O (stereo not given)	-8%	u	-4%	-5
COC(=O)c1ccccc1NC(=O)N1CSC[C@H]1C(=O)OC	5%	10	-11%	0
CC(=O)Nc1cc(C(C)C)c(O)c(C(C)C)c1	-5%	20	-8%	u
Cc1nc2sc(C(c3cccs3)N3CCC4(CC3)OCCO4)c(O)n2n1 (stereo not given)	1%	1	x	-1
C/C(=N\NC(=O)COc1ccc(C(C)(C)C)cc1)c1ccc2c(c1)OCCO2	2%	-14	x	8
CC1(C)CC(=O)c2cc(NC(=O)c3ccccc3)c(=O)oc2C1	1%	0	x	-3
CCOc1ccccc1NC(=O)CCS(=O)(=O)c1cccc2nonc12	-1%	8	-6%	-5
Cc1ccc(NC(=O)CNC(=O)c2cccs2)cc1S(=O)(=O)Nc1ccc(Cl)cc1	-12%	-113*	x	x
CCCCN1C(=O)C2C(c3ccc(OC)cc3O)NC(CC(C)C)(C(=O)O)C2C1=O (stereo not given)	2%	-13	6%	-3
CN(C(=O)c1ccccn1)c1nnc(-c2cccnc2)s1	13%	-4	x	2
CC(C)(C)n1nnnc1C(c1cccnc1)N1CCN(C2CCCCC2)CC1 (stereo not given)	-1%	-84*	-3%	4
Cc1ccc2nc(NC(=S)NC(=O)c3cccs3)sc2c1	-1%	-25	-9%	-6
CCC1CCCCN1C(=O)c1c(-c2ccccc2)noc1C (stereo not given)	2%	-23	x	20
C[C@@H]1O[C@H](O[C@@H]2[C@H](C)O[C@H](O[C@@H]3[C@H](C)O[C@H](O[C@H]4CC[C@]5(C)[C@@H](CC[C@@H]6[C@H]5C[C@@H](O)[C@]5(C)[C@@H](C7=CC(=O)OC7)CC[C@]65O)C4)C[C@@H]3O)C[C@@H]2O)C[C@H](O)[C@@H]1O	-1%[25.6 µM]	x	2%[25.6 µM]	-1[20.6 µM]
CN(c1nc2c(c(=O)n(C)c(=O)n2C)n1CC(=O)c1ccccc1)C1CCCCC1	-9%	26	2%	12
COC(=O)Cn1cc(C#N)c2ccccc21	-5%	-15	x	5
Cc1cc(C(=O)OC(C(=O)Nc2cccc(C(F)(F)F)c2)c2ccccc2)c(C)o1 (stereo not given)	-4%	1	x	-11
COc1ccccc1-c1ccc(/C=C2/C=C(CC(C)C)OC2=O)o1	-8%	27	x	x

Filtered by structure, the compounds so far containing a tert-butyl group.
SMILES	ALOX12 inhib	PNC assembly inh	ALOX15B inhib	IMPase cell inh
C/C(=N\NC(=O)COc1ccc(C(C)(C)C)cc1)c1ccc2c(c1)OCCO2	2%	-14	x	8
CC(C)(C)n1nnnc1C(c1cccnc1)N1CCN(C2CCCCC2)CC1 (stereo not given)	-1%	-84*	-3%	4

(more compounds)
SMILES	ALOX12 inhib	PNC assembly inh	ALOX15B inhib	IMPase cell inh
Cc1ccc(-c2c(C)sc(=NC(=O)c3ccco3)n2C)cc1	-4%	u	-12%	-12
O=C(CCn1nc(-c2ccccc2)ccc1=O)N1CCN(c2ccccn2)CC1	1%	32	-5%	2
CC(=O)Nc1ccc(NC(=O)CN2CCN(c3cccc(C(F)(F)F)c3)CC2)cc1	1%	u	21%	7
O=C(O)c1cccc(N2C(=O)Nc3ccccc3N2O)c1	2%	u	x	x
Cc1cc(-c2nnco2)c(C)n1-c1ccc(F)cc1	5%	51	1%	6
O=[N+]([O-])c1cccc(/C(=N/N=C/c2ccccc2Br)C23CN4CN(CN(C4)C2)C3)c1	-2%	12	-4%	8
CC(C)CNS(=O)(=O)c1cc(C(=O)N2CCOCC2)c(Cl)cc1Cl	9%	1	-2%	0
CCOc1ccc(N2C(=O)CCC2=O)cc1	-1%	u	1%	15
CCC(C)C(NC(=O)c1ccccc1NC(=O)c1ccccc1)C(=O)N1CCOCC1 (stereo not given)	-2%	31	x	x
N#CN=C(N)c1ccccc1	0%	-6	1%	-2
CC1CCN(C(=O)CSc2nnc(-c3ccco3)o2)CC1	-6%	-2	6%	-5
Cc1cc(C)c(C#N)c(SCC(=O)N2CCN(Cc3ccccc3)CC2)n1	-10%	-6	-3%	u
CCCn1c(=S)[nH]c2cc(C(=O)N3CCc4ccccc43)ccc2c1=O	-4%	20	-16%	11
CCCCNC(=S)NNC(=O)c1ccco1	-1%	261	x	-12
COc1ccc(N2CCN(CCCNC(=O)CCCn3c(=O)[nH]c4ccsc4c3=O)CC2)cc1	5%	19	3%	0
Cc1cc(C(=O)CN2C(=O)NC(Cc3c[nH]c4ccccc34)C2=O)c(C)n1C (stereo not given)	-4%	8	-6%	-6
O=C(CN1CCN(Cc2ccccc2F)C1=O)NCCc1ccc(Cl)cc1	-2%	-15	9%	3
CNC(=O)[C@@]1(C)C=C[C@@H](Cc2ccccc2)N1C(=O)OC	0%&-1%	-96*	13%	x
Cc1ccc2nc(CSc3nnc(-c4ccco4)o3)cc(=O)n2c1	-12%	4	-14%	13
CCOC(=O)c1c(C)[nH]c(C)c1C(=O)COc1ccc(NC(=O)c2ccco2)cc1	-3%	22	-4%	-8
CCSc1nnc(C)c(=O)n1COC(=O)c1ccc(S(=O)(=O)N2CCCC2)cc1	1%	11	x	1
O=[N+]([O-])c1ccc(-c2ccc(/C=N/c3c(-c4ccco4)nc4ccccn34)o2)cc1	u	6	-24%	29
COc1ccc(N=Nc2nc3cc(Br)c(Br)cc3n2C)c(OC)c1	-23%	-16	x	5
O=C1c2ccccc2C(=O)N1CCCCSc1nnc(-c2ccc(OC(F)F)cc2)o1	-6%	u	-2%	-8
O=C(Nc1ccc([N+](=O)[O-])cn1)C1CC2CCC1C2 (stereo not given)	0%	36	x	x
COc1ccc(-n2c(C)cc(C(=O)COc3ccc(-n4cnnn4)cc3)c2C)cc1	-6%	-14	-3%	-1
Nc1ccc2oc(-c3ccccc3Cl)nc2c1	0%	72	x	-11
Cc1ccc(S(=O)(=O)NNC(=S)Nc2ccccc2)cc1	-13%	35	u	1
CO/N=C/NC(=O)NOCc1ncc(C(F)(F)F)cc1Cl	6%	19	-4%	-3
O=C(/C=C/c1ccc(Cl)cc1)NCCN1CCOCC1	15%	59	x	-2
Clc1ccc(CN(Cc2ccccc2)C(c2cccs2)c2nnnn2C2CCCC2)cc1 (stereo not given)	-5%	-10	17%	13
COc1ccccc1NS(=O)(=O)c1ccc(NC(=O)c2nc3nc(C)cc(C(F)F)n3n2)cc1	12%	17	-4%	-3
O=c1cc(N2CCC3(CC2)OCCO3)[nH]c(=O)n1-c1ccc(Cl)cc1	4%	u	2%	-6
Cc1ccc(NC(=O)CSc2nnc(-c3n[nH]c4ccccc34)n2-c2ccccc2)c(C)c1	0%	u	x	-2
O=[N+]([O-])c1ccccc1OCCCCN1CCCCC1	2%	-23	4%	10
O=C(Nc1ncnc2c1ncn2C1OC(COC(=O)c2ccccc2)C(F)C1O)c1ccccc1 (stereo not given)	-2%	u	1%	-14
Cc1cc(NC(=O)COc2ccc3oc4ccccc4c3c2)no1	-2%	-7	1%	u
O=C1/C(=C/c2ccccc2)CSc2sccc21	-5%	u	-5%	0

High-throughput results: PubChem BioAssay, National Center for Advancing Translational Sciences (NCATS)
